# MBNL1 CUG block = qHTS Assay for Inhibitors of MBNL1-poly(CUG) RNA binding. Potency, µM (titrated, usually from 57.5 µM), for the others: at the top dose activity change, negative = inhibition, usual class: inhibitors. 280,000 tested, 0.036% active. AID 2675, 2010. TR-FRET MBNL1-His/biotin-(CUG)12 binding, 665/545 ratio; active = well fitted inhibition curve with a large enough effect in the signal ratio, with a control signal flat, not every such curve was filed as active; inconclusive = small, poorly fitted or top-dose-only effect, or effect the other way, or a change in a side signal; inactive = no such curve, though single readings can be large or run the other way; the % refers to the signal ratio; note: % is set by controls: 0 for no effect and ±100 for the full control effect
#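 Compounds (final 92 nM to 58 uM) are added to His-tagged MBNL1 and biotin-(CUG)12, then terbium anti-His antibody and streptavidin-XL665 (5 nM final). After 60 min at room temperature, the 665/545 nm ratio is read.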
# ELG1 genotoxic = qHTS screen for small molecules that induce genotoxicity in human embryonic kidney (HEK293T) cells expressing luciferase-tagged ELG1 | HEK293T ELG1-luciferase reporter, luminescence, 16 h | Potency, µM (titrated, usually from 46 µM), for inactives: at the top dose activity change, positive = activation, hits mostly activators | 330,000 tested, 1.3% active | AID 504466, 2011; note: % of control where 0% means no effect; nearly all actives have a fitted effect of over 60% in size
#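 Step 1: seed 2,000 HEK293T ELG1-luciferase cells per well. Step 2: add compound or DMSO, incubate 16 hr at 37 °C. Step 3: ONE-Glo, 30 min at room temperature, read luminescence.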
# p53 reactivation = qHTS assay for re-activators of p53 using a Luc reporter; H1299 p53-A138V BP100-luciferase reporter, luminescence, 24 h; Potency, µM (doses to about 92.2 µM), inactives show at the top dose activity change, positive = activation, usual class: activators; 320,000 tested, 0.063% active; AID 504706, 2011; note: % of control where 0% means no effect; nearly all actives have a fitted effect of over 45% in size
#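 p53-null H1299 cells stably carrying temperature-sensitive p53-A138V and a BP100-luciferase reporter were pinned with compounds (4-point, 1:5 series) and held 24 hrs at 37 deg C. Luminescence was read 10 min after detection reagent.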
# uPA generation = qHTS for Inhibitors of Cell Surface uPA Generation. Potency, µM (doses to about 38.3 µM), for the others: top-dose activity change, negative = inhibition, hits mostly inhibitors. 330,000 tested, 0.31% active. cell surface uPA generation assay, qHTS; active = well fitted inhibition curve with a large enough effect; inconclusive = small, poorly fitted or top-dose-only effect; inactive = no such curve, though single readings can be large or run the other way; tested in mouse RAW 264.7 cells; note: % is set by controls: 0 for no effect and ±100 for the full control effect; nearly all actives have a fitted effect of over 55% in size
# Rab9 promoter act = qHTS Assay for Rab9 Promoter Activators | 320,000 tested, 2.8% active | Potency, µM (top dose mostly 9.22 µM), for the others: at the top dose activation, negative = inhibition, usual class: activators | Huh7 Rab9 promoter-luciferase reporter, luminescence, 24 h; note: % of control where 0% means no effect; nearly all actives have a fitted effect of over 60% in size
#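 Promoter activation is measured as luciferase luminescence in Huh7 cells stably transfected with a Rab9 promoter–luciferase construct, following 24 h compound exposure at 37 °C and 10 min reagent incubation at ambient temperature.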
# BRCA1 expr act = qHTS Assay to Identify Small Molecule Activators of BRCA1 Expression | MCF7-BRCA1-FFLuc reporter, luminescence, 48 h; response scale: scaled: vehicle 0%, 10 µM genistein 100% | Potency, µM (highest dose often 46.1 µM), for the others: top-dose activation, actives largely listed as activators | 380,000 tested, 1.1% active | AID 624202, 2012; note: nearly all actives have a fitted effect of over 80% in size; some results filed as inactive show a strong effect at the top dose
#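 Luminescence from a BRCA1-driven firefly luciferase in MCF7 cells was the read-out, taken 15 min after substrate addition following 48 h compound exposure at 37 °C. Data were normalized to a 10 microM genistein control and DMSO vehicle.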
# Gal4-VP16 FLuc = VP16 counterscreen qHTS for inhibitors of ROR gamma transcriptional activity; AID 2546, 2010; Drosophila S2 Gal4-VP16 UAS-luciferase, luminescence, 20 h; Potency, µM (series often up to 53.6 µM), for inactives: at the top dose activity, negative = inhibition, most hits filed as inhibitors; 310,000 tested, 3.5% active;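 note: Gal4-VP16 expression switched on by copper sulfate through the metallothionein promoter; % is set by controls: 0 for no effect and ±100 for the full control effect; nearly all actives have a fitted effect of over 50% in size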
# FLuc counter = qHTS profiling assay for firefly luciferase inhibitor/activator using purifed enzyme and Km concentrations of substrates (counterscreen for miR-21 project) | AID 588342, 2011 | Luciferin 4-monooxygenase (Photinus pyralis), P08659 | Potency, µM (doses to about 57.5 µM), inactives show at the top dose activity change, negative = inhibition, hits mostly inhibitors | 360,000 tested, 6.9% active | purified FLuc, Km substrates, luminescence inhibition;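 note: plate controls were vehicle for no effect and reference inhibitor for full effect; nearly all actives have a fitted effect of over 55% in size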
# Target sequence (P08659 whole entry, looked up): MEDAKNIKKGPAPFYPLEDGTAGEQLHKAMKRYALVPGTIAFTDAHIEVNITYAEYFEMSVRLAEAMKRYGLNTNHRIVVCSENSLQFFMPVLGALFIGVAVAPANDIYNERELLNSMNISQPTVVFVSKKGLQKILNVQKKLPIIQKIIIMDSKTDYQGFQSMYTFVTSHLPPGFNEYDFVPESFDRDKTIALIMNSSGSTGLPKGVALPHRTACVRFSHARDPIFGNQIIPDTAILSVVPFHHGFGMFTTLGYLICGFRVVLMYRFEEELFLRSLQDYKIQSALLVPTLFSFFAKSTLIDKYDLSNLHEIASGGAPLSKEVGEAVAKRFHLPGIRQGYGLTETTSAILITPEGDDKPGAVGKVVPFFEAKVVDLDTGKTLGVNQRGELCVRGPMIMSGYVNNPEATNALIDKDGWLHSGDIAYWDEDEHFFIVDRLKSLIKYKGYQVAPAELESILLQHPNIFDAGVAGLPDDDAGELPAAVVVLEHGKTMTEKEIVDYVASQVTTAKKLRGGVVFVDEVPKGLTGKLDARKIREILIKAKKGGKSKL
#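 Purified P. pyralis luciferase, 10 nM final, with Km-level 10 uM D-luciferin and 10 uM ATP in 50 mM Tris acetate pH 7.5, 10 mM Mg acetate, 0.01% Tween-20, 0.05% BSA; 6-point qHTS titration about 60 µM downward; luminescence read.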
# RORgamma inh = qHTS for inhibitors of ROR gamma transcriptional activity. Nuclear receptor ROR-gamma (Mus musculus), P51450. Drosophila S2 Gal4-RORgamma UAS-luciferase reporter, 20 h. Potency, µM (titrated, usually from 53.6 µM), without a hit: at the highest dose activity change, negative = inhibition, hits mostly inhibitors. 310,000 tested, 5.4% active. AID 2551, 2010; note: % is set by controls: 0 for no effect and ±100 for the full control effect; nearly all actives have a fitted effect of over 60% in size
# Target sequence (P51450 whole entry, looked up, the tested form may be a part): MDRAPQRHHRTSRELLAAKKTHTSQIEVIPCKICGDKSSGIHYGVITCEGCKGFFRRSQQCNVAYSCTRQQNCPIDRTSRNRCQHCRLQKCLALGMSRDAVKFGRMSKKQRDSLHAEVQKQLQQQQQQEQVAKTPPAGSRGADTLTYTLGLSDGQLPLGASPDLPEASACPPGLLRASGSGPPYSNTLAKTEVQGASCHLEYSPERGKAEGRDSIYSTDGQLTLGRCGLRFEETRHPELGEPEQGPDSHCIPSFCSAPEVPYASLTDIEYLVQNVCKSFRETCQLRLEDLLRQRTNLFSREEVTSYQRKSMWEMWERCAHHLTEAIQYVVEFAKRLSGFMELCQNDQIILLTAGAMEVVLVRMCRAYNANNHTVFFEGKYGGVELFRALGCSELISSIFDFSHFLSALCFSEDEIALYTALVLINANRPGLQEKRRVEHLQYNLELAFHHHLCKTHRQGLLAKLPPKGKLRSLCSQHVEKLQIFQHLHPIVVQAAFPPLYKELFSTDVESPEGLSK
#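 Schneider cells (Drosophila), stable Gal4 DBD–ROR gamma + UAS-luc; 1 hr cmpd preincubation; Cu2+ induction 700 uM final; 20 hr ambient; luminescence.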
# NPC1 promoter act = qHTS Assay for NPC1 Promoter Activators; AID 485313, 2010; Huh7 NPC1 promoter luciferase reporter, 24 h; 320,000 tested, 2.4% active; Potency, µM (highest dose often 9.22 µM), without a hit: at the highest dose activation, usual class: activators;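 note: % of control where 0% means no effect; nearly all actives have a fitted effect of over 60% in size; reporter is driven by a mutant NPC1 promoter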
#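 Cells: Huh7 expressing luciferase under the NPC1 promoter, 1500/well. Seeded 2 h, compound added, incubated 24 h at 37 °C. Luciferase reagent, 10 min ambient, then luminescence.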
# Numbers without * were called inactive; u = inconclusive; x = no result given; & = joins results of further samples; [ ] = another dose, or the depositor's remark. Unless noted, calls come from the whole dose curve; as a rule, active = well fitted curve in the direction sought with a large enough effect; inconclusive = small, poorly fitted or top-dose-only effect, or another doubt; inactive = no such curve, though single readings can be large; an effect the other way counts as inactive or inconclusive. Potency is the fitted concentration of half-maximal effect.
No.	structure	MBNL1 CUG block	ELG1 genotoxic	p53 reactivation	uPA generation	Rab9 promoter act
1	O=C(COc1ccccc1)Nc1nnc(-c2ccc3c(c2)CCCC3)o1	u	18µM*	15%	u	u
2	COc1ccc(C(=O)Nc2ccc(Oc3nc(C)nc4sc(-c5ccccc5)cc34)cc2)cc1OC	-10%	9%	-9%	-4%	-6%
3	CCCCc1nc2ccccc2c(=O)n1NC(=O)c1c(O)c2cccc3c2n(c1=O)CC3	0%	-1%	2%	-3%	-3%
4	O=[N+]([O-])c1ccc(C(O)C23CN4CN(CN(C4)C2)C3)cc1 (stereo not given)	x	3%	-2%	-27%	-4%
5	Cc1cc(C)n(-c2nc(-c3ccc(Cl)cc3)cs2)n1	-2%	u	15%	6%	3.5µM*
6	O=C(O)c1cc(S(=O)(=O)O)cc(Nc2c3ccccc3nc3ccccc23)c1O	u	-4%	-14%	2%	-5%
7	CN(C(=O)c1cc(COc2ccc(F)c(F)c2)on1)C1CCOC1 (stereo not given)	-4%	14%	13%	-3%	15%
8	Cc1cccc(N2CCN(C(=O)c3cc4n(n3)C(C(F)(F)F)CC(c3ccco3)N4)CC2)c1C (stereo not given)	-7%	-24%	-26%	6%	-11%
9	Cc1ccc[n+](CC(=O)Nc2cc(C(F)(F)F)ccc2Cl)c1	-1%	-2%	-1%	-2%	1%
10	CC(Oc1ccc(Cl)cc1Cl)C(=O)NC(=S)N1CCc2ccccc21 (stereo not given)	-1%	-3%	23%	-9%	-2%
11	O=C(/C=C/c1ccc(S(=O)(=O)N2CCOCC2)cc1)N1CCN(c2ccccc2)CC1	-7%	-9%	0%	-8%	-11%
12	Cc1nc(-c2ccc3c(c2)OCO3)cs1	-5%	6%	15%	2%	14%
13	CO/N=C/CC(=O)c1ccc([N+](=O)[O-])c(CS(=O)(=O)c2ccc(Cl)cc2)c1	u	-4%	1%	-4%	2%
14	Cc1nn(C)c(C)c1NC(=O)CC12CC3CC(CC(C3)C1)C2	-6%	-5%	0%	22%	-2%
15	COc1c(Cl)cc(-c2noc(C)c2C(=O)NCCc2ccc(C)cc2)cc1Cl	-8%	-8%	-1%	-60%	5%

No.	BRCA1 expr act	Gal4-VP16 FLuc	FLuc counter	RORgamma inh	NPC1 promoter act
1	u	3.5µM*	u	5.6µM*	u
2	2%	-7%	0%	2%	1%
3	-4%	-7%	5%	-3%	0%
4	0%	3%	-4%	-7%	-1%
5	0%	-3%	5.4µM*	u	u
6	-11%	-8%	8.5µM*	2%	4%
7	68%	-12%	-18%	41%	-4%
8	-89%[inhibitor]	u	1%	2%	-2%
9	0%	-3%	2%	-19%	-1%
10	-16%	0.89µM*	8%	0.71µM*	0%
11	-27%	-17%	-2%	19%	-19%
12	u	3%	15µM*	6%	17%
13	-3%	-21%	0%	-15%	3%
14	20%	-11%	0%	u	-8%
15	-30%	-22%	-1%	33%	-2%

# Among those listed so far, 2 have an aryl methoxy group.
No.	structure	MBNL1 CUG block	ELG1 genotoxic	p53 reactivation	uPA generation	Rab9 promoter act
2	COc1ccc(C(=O)Nc2ccc(Oc3nc(C)nc4sc(-c5ccccc5)cc34)cc2)cc1OC	-10%	9%	-9%	-4%	-6%
15	COc1c(Cl)cc(-c2noc(C)c2C(=O)NCCc2ccc(C)cc2)cc1Cl	-8%	-8%	-1%	-60%	5%

No.	BRCA1 expr act	Gal4-VP16 FLuc	FLuc counter	RORgamma inh	NPC1 promoter act
2	2%	-7%	0%	2%	1%
15	-30%	-22%	-1%	33%	-2%

# (list continues)
No.	structure	MBNL1 CUG block	ELG1 genotoxic	p53 reactivation	uPA generation	Rab9 promoter act
16	CCn1c(=O)c(=O)[nH]c2cc(C(=O)NCc3ccc(F)cc3)ccc21	2%	-16%	-2%	3%	4%
17	CC(O)CNc1nc2c(c(=O)n(Cc3cccc(Cl)c3)c(=O)n2C)n1C (stereo not given)	-7%	-2%	8%	19%	-5%
18	Cc1ccccc1CS(=O)(=O)CCC(=O)N1CCN(c2ccc(N3CCOCC3)nn2)CC1	21%	1%	1%	1%	-10%
19	Cc1ccc(-n2cccn2)c(CN2CCCC(C(=O)c3sccc3C)C2)c1 (stereo not given)	8%	-14%	-3%	-25%	-1%
20	O=C(CSc1nc2ccccc2s1)c1cc2ccccc2o1	32%[activator]	x	x	x	x
21	Cc1ccc2ccccc2c1Cn1c(-n2ccnc2)nc2c1c(=O)n(C)c(=O)n2C	-14%	0%	-2%	0%	-3%
22	CCOc1cc(/C=N/NC(=O)c2cccnc2)cc(Br)c1OCC(N)=O	14%	-3%	-5%	6%	-4%
23	Cc1ccc(F)cc1NC(=O)COC(=O)COc1ccc(C#N)cc1	x	1%	-3%	0%	-2%
24	CCN(C(=O)c1c(-c2ccccc2Cl)noc1C)C1CCCCC1	0%	-6%	-4%	5%	7%
25	O=C1c2ccccc2C(=O)N1c1ncc(Cc2ccc(Cl)cc2)s1	x	1%	-2%	-1%	10%
26	Cc1noc(C)c1COc1ccc(C(=O)NNC(=O)c2ccccc2F)cc1	x	4%	7%	2.8µM*	-32%[inhibitor]
27	O=C(Nc1ccc(Cl)c(Cl)c1)Oc1ccc(NC(=O)c2ccco2)cc1	-7%	2%	9%	-1%	0%
28	Cc1n[nH]c(C)c1-c1nc2ccccc2[nH]1	-2%	-7%	-5%	-1%	-7%
29	OCCOCCOCCn1c2ccccc2c2ccccc21	7%	0%	-2%	2%	13%
30	NCCNc1cc(N2CCCC2)ccc1[N+](=O)[O-]	x	6%	-4%	-1%	4%

No.	BRCA1 expr act	Gal4-VP16 FLuc	FLuc counter	RORgamma inh	NPC1 promoter act
16	-25%	-5%	-1%	-14%	-1%
17	-6%	-5%	-2%	1%	2%
18	7%	5%	1%	-22%	2%
19	-74%	-9%	0%	-23%	-7%
20	17%	u	17µM*	u	x
21	-35%	1%	1%	2%	0%
22	-21%	-13%	-2%	8%	0%
23	3%	x	0%	x	-1%
24	-30%	4%	-1%	-5%	0%
25	-9%	-6%	-14%	-22%	-2%
26	-19%	x	3%	x	-26%
27	-9%	-2%	u	22%	8%
28	10%	2%	-3%	-26%	-2%
29	8%	13%	3%[2.3 µM]	2%	-5%
30	-10%	-1%	-1%	31%	-5%

# Following part:
No.	structure	MBNL1 CUG block	ELG1 genotoxic	p53 reactivation	uPA generation	Rab9 promoter act
31	CCOC(=O)N1CCN(C(=O)c2cc3cc(C)ccc3[nH]2)CC1	3%	8%	-37%[inhibitor]	-5%	0%
32	COc1cccc(NC(=S)NCc2cccnc2)c1	-12%	-1%	0%	6%	1%
33	N#Cc1cnn2c(-c3cccc([N+](=O)[O-])c3)ccnc12	x	2%	7%	4%	-4%
34	COc1ccc2[nH]c3c(NCc4ccco4)ncnc3c2c1	-17%	9%	u	x	4µM*
35	O=C(Nc1cccc(S(=O)(=O)N2CCOCC2)c1)c1ccc2ccccc2n1	7%	-1%	6%	4%	17%
36	OCC1CCCN1C(=S)Nc1ccccc1 (stereo not given)	-17%	u	6%	x	2%
37	CN(C)S(=O)(=O)c1ccc(Cl)c(NC(=O)CN2CCc3ccccc3C2)c1	-5%	-4%	-3%	1%	-14%
38	Cc1c(Br)c(C(=O)NNC(=O)c2ccc(C(C)(C)C)cc2)nn1C	-12%	0%	5%	-10%	21%
39	CC12CN3CCN(CC(C3)/C1=N/N=C/c1cccc([N+](=O)[O-])c1)C2	x	2%	4%	0%	-3%
40	O=C(Oc1ccccc1/C=C\C(=O)c1cc2ccccc2o1)c1ccccc1	3%	u	u	-12%	3.2µM*
41	COc1ccc(S(=O)(=O)N2CCCCCC2)cc1NC(=O)CN1C(=O)NC(C)(c2ccccc2)C1=O (stereo not given)	x	-9%	-2%	0%	-2%

No.	BRCA1 expr act	Gal4-VP16 FLuc	FLuc counter	RORgamma inh	NPC1 promoter act
31	4%	2%	-4%	2%	-5%
32	-12%	-3%	1%	19%	1%
33	2%	x	-3%	x	-6%
34	4%&80%	3%	9.5µM*	u	u
35	1%	-11%	u	25%	3%
36	16%	1%	-5%	-31%	-3%
37	-41%	-2%	2%	25%	1%
38	20%	17%	u	-6%	26%
39	-50%	24%	-5%	16%	2%
40	-61%	u	17µM*	u	4µM*
41	-26%	x	4%	x	-2%

# Screening results: PubChem BioAssay, National Center for Advancing Translational Sciences (NCATS)
